Compound activity from PubChem BioAssay.
PHOSPHO1 block: PubChem AID 1565; Phosphoethanolamine/phosphocholine phosphatase (Homo sapiens), Q8TCT1; recombinant PHOSPHO1, absorbance phosphatase assay; inhibition, % at 13.3 µM; 1.1% of 290,000 active; in the data active = inhibition above about 60%
FID counter: compounds displacing fluorescent DNA intercalator, primary screen, artefact control for HCV NS3 helicase inhibitor project, biochemical, FID fluorescence. DNA fluorescent intercalator displacement. inhibition, % at 7.9 µM. 0.17% of 290,000 active. AID 1845, 2009; in the data active = inhibition above about 37%;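 also: 0% = vehicle and 100% = reference compound; higher means more ethidium bromide displaced from hairpin DNA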
GalR3 antag: GalR3 antagonists in HEK293 cells, primary screen, cell-based, fluorescence readout; Galanin receptor type 3 (Homo sapiens), O60755; HEK293 GalR3-CNG cAMP membrane potential fluorescence; galR3 body fused to GalR1 C-terminus; inhibition, % at 3 µM; 0.44% of 360,000 active; AID 651719, 2012;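 active = inhibition above the screen-wide average plus 3 SD, cut at about 13% in these data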;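 also: forskolin and galanin both at EC90 stimulate the cells; cAMP rise reported by CNG channel membrane potential dye signal; 0% = forskolin plus galanin with DMSO and 100% = forskolin alone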
Target sequence (O60755 1-299 limits assumed): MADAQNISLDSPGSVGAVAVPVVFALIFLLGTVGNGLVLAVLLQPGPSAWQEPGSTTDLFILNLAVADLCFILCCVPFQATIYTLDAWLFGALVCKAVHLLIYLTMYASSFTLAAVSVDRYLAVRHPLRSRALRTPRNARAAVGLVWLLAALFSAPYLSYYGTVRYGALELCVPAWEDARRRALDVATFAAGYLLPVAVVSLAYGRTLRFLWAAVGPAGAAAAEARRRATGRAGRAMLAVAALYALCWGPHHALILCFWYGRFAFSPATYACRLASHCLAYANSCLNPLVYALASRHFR
GPR7 antagonist: GPR7 receptor antagonists, primary screen, cell-based, fluorescence, single concentration; Neuropeptides B/W receptor type 1 (Homo sapiens), P48145; GPR7-expressing cells, fluorescence antagonist assay; inhibition, % at 4.4 µM; 1.1% of 290,000 active; in the data active = inhibition above about 16%, passing the limit was not always enough;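 also: cells stimulated with the agonist NPW; 0% = agonist with vehicle and 100% = vehicle without agonist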
Target sequence (P48145 whole entry, looked up): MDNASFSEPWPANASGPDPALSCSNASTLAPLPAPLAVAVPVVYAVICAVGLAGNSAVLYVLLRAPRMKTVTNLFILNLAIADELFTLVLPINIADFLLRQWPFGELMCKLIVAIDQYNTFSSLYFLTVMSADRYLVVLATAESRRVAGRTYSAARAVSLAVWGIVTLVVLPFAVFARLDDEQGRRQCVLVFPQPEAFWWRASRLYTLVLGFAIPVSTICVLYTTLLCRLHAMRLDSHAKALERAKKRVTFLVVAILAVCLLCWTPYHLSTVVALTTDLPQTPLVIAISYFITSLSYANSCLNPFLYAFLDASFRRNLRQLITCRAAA
NS3 helicase inh: inhibitors of HCV NS3 helicase, primary screen, biochemical, Cy5 molecular beacon fluorescence; Hepatitis C virus NS3 helicase; NS3 helicase DNA unwinding; inhibition, % at 10.9 µM; 0.56% of 290,000 active;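 active = inhibition above the mean of all tested compounds plus 3 SD, set per campaign, cut at about 35% in these data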;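 also: 0% = DMSO wells and 100% = thioflavine S control wells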
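Compound dosing – single dose, 10.9 µM nominal final, DMSO 0.8% final · System – NS3 helicase fragment of HCV · Buffer or medium – MOPS pH 6.5, MgCl2, DTT, Tween20, BSA · Signal – Cy5 beacon fluorescence read at start and 1 h · Also added – annealed dual-labelled DNA beacon duplex, ATP-started · Schedule – 1 h at 25 °C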
V1aR counter: agonists of human V1a receptor, primary screen, counter-screen for OXTR agonist project, fluorescence, CHO-V1R cells; Vasopressin V1a receptor (Homo sapiens), P37288; Fluo-8 calcium fluorescence, agonist mode; 0% DMSO, 100% 3 nM vasopressin; activation, % at 3 µM; 0.25% of 320,000 active;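 active = activation above the mean activation of all tested compounds plus 3 SD, per screening run, cut at about 20% in these data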;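 also: signal is peak over basal fluorescence ratio across a 100 second FLIPR read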
Target sequence (P37288 whole entry, looked up): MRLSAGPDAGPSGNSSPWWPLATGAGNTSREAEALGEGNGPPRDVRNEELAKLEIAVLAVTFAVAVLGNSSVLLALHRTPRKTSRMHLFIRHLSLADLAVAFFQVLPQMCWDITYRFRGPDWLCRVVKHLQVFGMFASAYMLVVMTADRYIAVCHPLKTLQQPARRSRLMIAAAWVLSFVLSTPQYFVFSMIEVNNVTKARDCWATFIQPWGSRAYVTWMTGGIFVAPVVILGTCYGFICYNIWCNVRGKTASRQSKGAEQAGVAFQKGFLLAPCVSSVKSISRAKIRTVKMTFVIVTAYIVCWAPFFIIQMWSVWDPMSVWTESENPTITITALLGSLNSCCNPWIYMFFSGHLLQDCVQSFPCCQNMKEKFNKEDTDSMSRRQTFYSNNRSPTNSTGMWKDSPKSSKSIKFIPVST
OXTR agonist: human OXTR agonists, primary screen, fluorescence, CHO-OTR cells, Fluo-8 calcium | Oxytocin receptor (Homo sapiens), P30559 | Fluo-8 calcium fluorescence; normalized: DMSO 0%, oxytocin 100% | activation, % at 3 µM | 0.32% of 320,000 active | AID 2435, 2010;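 active = activation above the mean of all tested compounds plus 3 SD, cutoff set per screening run, cut at about 20% in these data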;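 also: peak over basal fluorescence ratio from a 100 s FLIPR kinetic read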
VIM-2 inh: VIM-2 metallo-beta-lactamase inhibitors, primary screen, biochemical, epi-absorbance readout, Pseudomonas aeruginosa enzyme | purified VIM-2, nitrocefin hydrolysis, epi-absorbance fluorescence | inhibition, % at 5.6 µM | 0.89% of 290,000 active;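 active = inhibition above the mean of all tested compounds plus 3 SD, cutoff set per screening run, cut at about 7.5% in these data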;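 also: red hydrolysis product quenches plate fluorescence so inhibitors raise well fluorescence; 0% = enzyme with DMSO and 100% = DMSO without enzyme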
IMP-1 inhibitor: IMP-1 metallo-beta-lactamase inhibitors, primary screen, biochemical, epi-absorbance readout, Pseudomonas aeruginosa enzyme; metallo-beta-lactamase IMP-1 (Pseudomonas aeruginosa); purified IMP-1, nitrocefin hydrolysis, epi-absorbance fluorescence; inhibition, % at 5.6 µM; 0.45% of 290,000 active; AID 1556, 2009;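 active = inhibition above the mean plus 3 SD of all compounds in the same screening run, cut at about 4.5% in these data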;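 also: 0% = IMP-1 with DMSO and 100% = DMSO wells lacking enzyme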
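assay system = purified recombinant IMP-1 metallo-beta-lactamase enzyme | schedule = 15 min preincubation plus 25 min reaction at 25 °C | signal = Epi-absorbance fluorescence, 480 nm excitation, 530 nm emission | read-out basis = percent inhibition from optical density relative to buffer-blank wells | controls = IMP-1 with DMSO as 0%, enzyme-free DMSO as 100%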
Numbers without * were called inactive.

Cc1ccc2c(C)c(C(=O)NCc3ccc(S(N)(=O)=O)cc3)oc2c1C was read as PHOSPHO1 block 5, FID counter 1, GalR3 antag -6, GPR7 antagonist -4, NS3 helicase inh -1, V1aR counter 2.8, OXTR agonist 2.9, VIM-2 inh -3.0 and IMP-1 inhibitor -2.9.
For O=C(COC(=O)C1COc2ccccc2O1)Nc1ccc2c(c1)CCC2 (stereo not given) the results were PHOSPHO1 block -10, FID counter 3, GalR3 antag 0, GPR7 antagonist -5, NS3 helicase inh -14, V1aR counter -0.6, OXTR agonist -1.8, VIM-2 inh 0.2 and IMP-1 inhibitor -2.2.
CC1(C)NC(=O)N(CCCCSc2ccc(Cl)cc2)C1=O was read as PHOSPHO1 block 27, FID counter -15, GalR3 antag -8, GPR7 antagonist 0, NS3 helicase inh -1, V1aR counter 3.4, OXTR agonist 0.2, VIM-2 inh -2.9 and IMP-1 inhibitor -2.2.
Screening O=C(O)CSc1ccc2ccccc2n1 returned PHOSPHO1 block 11, FID counter 1, GalR3 antag -2, GPR7 antagonist -7, NS3 helicase inh -8, V1aR counter 1.6, OXTR agonist 0.6, VIM-2 inh -3.2 and IMP-1 inhibitor -1.7.
`Cc1cc(C)cc(NC(=O)Cn2cnc3c(nnn3Cc3ccc(F)cc3)c2=O)c1` gave PHOSPHO1 block 15, FID counter -2, GalR3 antag -2, GPR7 antagonist -10, NS3 helicase inh 5, V1aR counter 0.8, OXTR agonist 0.0, VIM-2 inh -0.5 and IMP-1 inhibitor -0.8.
Screening CCC(C)Nc1nc(OC)nc(N(C)C#N)n1 (stereo not given) returned PHOSPHO1 block 13, FID counter -2, GalR3 antag 0, GPR7 antagonist -12, NS3 helicase inh -6, V1aR counter -0.3, OXTR agonist -1.3, VIM-2 inh -1.5 and IMP-1 inhibitor -3.1.
COCCCN1CC(=O)N2Cc3[nH]c4ccccc4c3C[C@H]2C1=O was read as PHOSPHO1 block 22, FID counter -10, GalR3 antag -9, GPR7 antagonist -9, NS3 helicase inh 2, V1aR counter 0.6, OXTR agonist 0.3, VIM-2 inh -2.3 and IMP-1 inhibitor -1.1.
Screening CSc1ccccc1NC(=O)C1CC(c2c(F)cccc2Cl)=NO1 (stereo not given) returned FID counter -16, GalR3 antag -6, GPR7 antagonist -1, NS3 helicase inh 0, V1aR counter -0.6, OXTR agonist -2.1, VIM-2 inh -0.4 and IMP-1 inhibitor 0.7.
`COc1ccccc1N=c1oc2cc(O)ccc2cc1C(=O)NCC1CCCO1` (stereo not given) gave PHOSPHO1 block 41, FID counter -12, GalR3 antag -2, GPR7 antagonist 11, NS3 helicase inh 0, V1aR counter 2.3, OXTR agonist 3.8, VIM-2 inh -2.4 and IMP-1 inhibitor -3.4.
Screening O=C(NNc1c2ccccc2nc2ccccc12)C(O)c1ccccc1 (stereo not given) returned PHOSPHO1 block -8, FID counter -1, GalR3 antag 2, GPR7 antagonist -15, NS3 helicase inh 4, V1aR counter -0.3, OXTR agonist -0.9, VIM-2 inh -3.6 and IMP-1 inhibitor -2.9.
CC1CCN(C(=O)NC(=O)c2ccccc2)CC1 was read as PHOSPHO1 block 56, FID counter -6, GalR3 antag 0, GPR7 antagonist 7, NS3 helicase inh -2, V1aR counter -1.1, OXTR agonist -0.2, VIM-2 inh -2.0 and IMP-1 inhibitor -2.9.
`O=C(NCc1ccco1)C(=O)NCC1OCCN1S(=O)(=O)c1ccccc1` (stereo not given) gave PHOSPHO1 block -14, FID counter -5, GPR7 antagonist -14, NS3 helicase inh 0, V1aR counter 1.0, OXTR agonist 0.6, VIM-2 inh 0.7 and IMP-1 inhibitor -1.8.

Random excerpt: three compounds from above.
COCCCN1CC(=O)N2Cc3[nH]c4ccccc4c3C[C@H]2C1=O was read as PHOSPHO1 block 22, FID counter -10, GalR3 antag -9, GPR7 antagonist -9, NS3 helicase inh 2, V1aR counter 0.6, OXTR agonist 0.3, VIM-2 inh -2.3 and IMP-1 inhibitor -1.1.
Screening O=C(O)CSc1ccc2ccccc2n1 returned PHOSPHO1 block 11, FID counter 1, GalR3 antag -2, GPR7 antagonist -7, NS3 helicase inh -8, V1aR counter 1.6, OXTR agonist 0.6, VIM-2 inh -3.2 and IMP-1 inhibitor -1.7.
CC1CCN(C(=O)NC(=O)c2ccccc2)CC1 was read as PHOSPHO1 block 56, FID counter -6, GalR3 antag 0, GPR7 antagonist 7, NS3 helicase inh -2, V1aR counter -1.1, OXTR agonist -0.2, VIM-2 inh -2.0 and IMP-1 inhibitor -2.9.

(list continues)
Cc1ccc(-n2c(=O)[nH]cc(C(=O)N3CCc4ccccc43)c2=O)cc1C was read as PHOSPHO1 block -2, FID counter -4, GalR3 antag 2, GPR7 antagonist 0, NS3 helicase inh -2, V1aR counter 0.3, OXTR agonist 1.8, VIM-2 inh -2.9 and IMP-1 inhibitor -2.6.
Screening COc1ccc(-n2c(=O)/c(=C\c3cccs3)s/c2=C(/C#N)C(=O)N2CCN(C)CC2)cc1 returned PHOSPHO1 block 20, FID counter 5, GalR3 antag 3, GPR7 antagonist -7, NS3 helicase inh -17, V1aR counter 1.6, OXTR agonist 1.5, VIM-2 inh 3.0 and IMP-1 inhibitor -1.2.
For COc1ccc(C(=O)Nc2ccc(N3CCN(C)CC3)cc2)cc1OC the results were PHOSPHO1 block 19, FID counter 5, GalR3 antag -3, GPR7 antagonist -7, NS3 helicase inh -8, V1aR counter 1.1, OXTR agonist 0.0, VIM-2 inh 24* and IMP-1 inhibitor -5.4.
Screening C/C(N)=C(/C#N)C(=O)COC(=O)CC12CC3CC(CC(C3)C1)C2 returned PHOSPHO1 block 16, FID counter -14, GalR3 antag -5, GPR7 antagonist -13, NS3 helicase inh -1, V1aR counter 0.5, OXTR agonist 2.5, VIM-2 inh -4.2 and IMP-1 inhibitor -1.4.
`CCn1c(=O)cc(SCC(=O)N2CCN(Cc3ccc4c(c3)OCO4)CC2)c2ccccc21` gave PHOSPHO1 block -16, FID counter -15, GalR3 antag -6, GPR7 antagonist 1, NS3 helicase inh -18, V1aR counter 3.3, OXTR agonist 2.4, VIM-2 inh 0.4 and IMP-1 inhibitor -3.3.
Cn1c2c(c(=O)n(C)c1=O)C(CC(=O)Nc1ccccc1F)C(=O)N2 (stereo not given) was read as PHOSPHO1 block 46, FID counter -2, GalR3 antag -4, GPR7 antagonist -18, NS3 helicase inh 3, V1aR counter -1.2, OXTR agonist 0.4, VIM-2 inh -2.3 and IMP-1 inhibitor -0.5.
N#C/C(=N\Nc1ccc(S(=O)(=O)N2CCCCCC2)cc1)C(N)=S was read as PHOSPHO1 block 2, FID counter -22, GalR3 antag -4, GPR7 antagonist -14, NS3 helicase inh -16, V1aR counter 8.7, OXTR agonist 6.2, VIM-2 inh -6.1 and IMP-1 inhibitor -2.6.
`CCCCCCC(C)n1[nH]c(=O)c2c(C)cc(C)nc21` (stereo not given) gave PHOSPHO1 block 28, FID counter -15, GalR3 antag -5, GPR7 antagonist -14, NS3 helicase inh 4, V1aR counter -1.0, OXTR agonist -0.7, VIM-2 inh -3.0 and IMP-1 inhibitor -3.6.
Screening CCCCOc1ccc(C(=O)O)cc1 returned PHOSPHO1 block 11, FID counter -2, GalR3 antag 3, GPR7 antagonist -4, NS3 helicase inh -1, V1aR counter 0.5, OXTR agonist 1.0, VIM-2 inh -0.5 and IMP-1 inhibitor 2.1.
`COc1ccccc1N1CCN(C2CCCN(C(=O)c3cc(C4CC4)on3)C2)CC1` (stereo not given) gave PHOSPHO1 block 24, FID counter -22, GalR3 antag -8, GPR7 antagonist -7, NS3 helicase inh 0, V1aR counter -1.0, OXTR agonist -2.2, VIM-2 inh -2.2 and IMP-1 inhibitor -2.7.
COc1ccccc1N(CC(=O)NC1CCCCC1)C(=O)c1csnn1 was read as PHOSPHO1 block -6, FID counter -7, GalR3 antag -4, GPR7 antagonist -12, NS3 helicase inh -8, V1aR counter -0.5, OXTR agonist -0.1, VIM-2 inh 2.3 and IMP-1 inhibitor -5.0.
`CCCc1ccc2oc(C(=O)NCCc3nc(C(=O)OCC)cs3)c(C)c2c1` gave FID counter -32, GalR3 antag -5, GPR7 antagonist -15, NS3 helicase inh -19, VIM-2 inh 1.2 and IMP-1 inhibitor -0.3.
`CCOC(=O)c1c(NC(=S)NNS(=O)(=O)c2ccc(Br)cc2)sc2c1CCCCC2` gave PHOSPHO1 block 20, FID counter -15, GalR3 antag -1, GPR7 antagonist -17, NS3 helicase inh -1, V1aR counter 0.1, OXTR agonist -0.7, VIM-2 inh -5.0 and IMP-1 inhibitor -1.0.
Screening COc1ccc(F)cc1S(=O)(=O)Nc1ccc2c(c1)OCCO2 returned PHOSPHO1 block -9, FID counter -1, GalR3 antag -4, GPR7 antagonist -1, NS3 helicase inh -10, V1aR counter 3.0, OXTR agonist 5.1, VIM-2 inh -3.8 and IMP-1 inhibitor -1.4.
CCCCc1cc(=O)oc2cc(OCc3cc(OC)c(OC)c(OC)c3)c(Cl)cc12 was read as PHOSPHO1 block 4, FID counter 1, GalR3 antag -4, GPR7 antagonist -12, NS3 helicase inh 5, V1aR counter 0.1, OXTR agonist 0.2, VIM-2 inh -2.7 and IMP-1 inhibitor -2.7.
`COC(=O)c1[nH]c2ccc(Cl)cc2c1NC(=O)CCN1CCN(C2CCCCC2)CC1` gave PHOSPHO1 block 0, FID counter 19, GalR3 antag -1, GPR7 antagonist 2, NS3 helicase inh -8, V1aR counter 0.1, OXTR agonist 0.4, VIM-2 inh -1.5 and IMP-1 inhibitor 8.0*.
Cc1cc(C)nc(SCc2cc(=O)c(OC(=O)c3cccc([N+](=O)[O-])c3)co2)n1 was read as PHOSPHO1 block 2, FID counter 0, GalR3 antag -1, GPR7 antagonist 3, NS3 helicase inh 0, V1aR counter 0.9, OXTR agonist -0.3, VIM-2 inh 0.4 and IMP-1 inhibitor -3.7.
`CN(C)S(=O)(=O)c1ccc(C(=O)Nc2ccc(CCC(=O)N3CCCC3)cc2)cc1` gave PHOSPHO1 block -1, FID counter -26, GalR3 antag 1, GPR7 antagonist -12, NS3 helicase inh -1, VIM-2 inh -0.4 and IMP-1 inhibitor -2.0.
